Gal4-VP16 FLuc = counter-screen for ROR gamma inhibitors: Gal4-VP16 reporter. actives 3.5% (n = 310,000). Potency, µM (series often up to 53.6 µM), for inactives: top-dose activity, negative = inhibition, actives largely listed as inhibitors. Drosophila S2 Gal4-VP16 UAS-luciferase, luminescence, 20 h;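 also: Gal4-VP16 expression switched on by copper sulfate through the metallothionein promoter; % is scaled to controls: 0 for no effect and ±100 for the full control effect; nearly all actives have a fitted effect of over 50% in size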
FLuc counter = counter-screen for miR-21 project: firefly luciferase inhibitors or activators | P08659 | actives 6.9% (n = 360,000) | AID 588342 | purified FLuc, Km substrates, luminescence inhibition | Potency, µM (doses to about 57.5 µM), without a hit: at the highest dose activity change, negative = inhibition, usual class: inhibitors;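 also: plate controls were vehicle for no effect and reference inhibitor for full effect; nearly all actives have a fitted effect of over 55% in size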
Target sequence (P08659 whole entry, looked up): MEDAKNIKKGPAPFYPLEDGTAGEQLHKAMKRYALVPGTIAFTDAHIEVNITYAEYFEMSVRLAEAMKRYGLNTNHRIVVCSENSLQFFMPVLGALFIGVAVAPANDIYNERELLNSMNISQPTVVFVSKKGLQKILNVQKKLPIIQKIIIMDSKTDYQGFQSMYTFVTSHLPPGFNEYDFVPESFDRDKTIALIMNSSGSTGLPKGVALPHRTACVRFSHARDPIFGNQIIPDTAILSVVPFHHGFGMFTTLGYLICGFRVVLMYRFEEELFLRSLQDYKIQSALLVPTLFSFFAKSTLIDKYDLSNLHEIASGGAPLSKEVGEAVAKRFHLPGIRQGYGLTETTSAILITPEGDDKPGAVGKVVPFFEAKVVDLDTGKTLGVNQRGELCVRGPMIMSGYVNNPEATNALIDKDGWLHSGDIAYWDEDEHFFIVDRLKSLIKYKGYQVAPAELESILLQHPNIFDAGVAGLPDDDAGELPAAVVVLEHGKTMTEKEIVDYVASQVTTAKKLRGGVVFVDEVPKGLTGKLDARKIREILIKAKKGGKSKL
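Purified P. pyralis luciferase, 10 nM final, with Km-level 10 uM D-luciferin and 10 uM ATP in 50 mM Tris acetate pH 7.5, 10 mM Mg acetate, 0.01% Tween-20, 0.05% BSA; 6-point qHTS titration about 60 µM downward; luminescence read.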
BRCA1 expr act = BRCA1 expression activation; MCF7-BRCA1-FFLuc reporter, luminescence, 48 h; response scale: scaled: vehicle 0%, 10 µM genistein 100%; Potency, µM (series often up to 46.1 µM), without a hit: at the highest dose activation, actives largely listed as activators; actives 1.1% (n = 380,000); AID 624202; also: nearly all actives have a fitted effect of over 80% in size; some results filed as inactive show a strong effect at the top dose
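48 h compound treatment of MCF7-BRCA1-FFLuc cells (phenol-red free MEM, 37 °C), then 15 min with luciferase substrate and luminescence imaging.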
NPC1 prom act = activators of NPC1 promoter; Huh7 NPC1 promoter luciferase reporter, 24 h; Potency, µM (series often up to 9.22 µM), without a hit: at the top dose activation, usual class: activators; actives 2.4% (n = 320,000);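 also: % of control where 0% means no effect; nearly all actives have a fitted effect of over 60% in size; reporter is driven by a mutant NPC1 promoter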
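Huh7 reporter cells (NPC1 promoter driving luciferase) are dosed with compound for 24 h at 37 °C, 5% CO2; luciferase detection reagent is then added and luminescence measured after 10 min at ambient temperature.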
MBNL1 CUG block = MBNL1-poly(CUG) RNA binding inhibition. Q9NR56. TR-FRET MBNL1-His/biotin-(CUG)12 binding, 665/545 ratio. Potency, µM (series often up to 57.5 µM), for the others: top-dose activity change, negative = inhibition, most hits filed as inhibitors. actives 0.036% (n = 280,000); active = well fitted inhibition curve with a large enough effect in the signal ratio, with a control signal flat, not every such curve was filed as active; inconclusive = small, poorly fitted or top-dose-only effect, or effect the other way, or a change in a side signal; inactive = no such curve, though single readings can be large or run the other way; the % refers to the signal ratio; also: % is scaled to controls: 0 for no effect and ±100 for the full control effect
Target sequence (Q9NR56 whole entry, looked up): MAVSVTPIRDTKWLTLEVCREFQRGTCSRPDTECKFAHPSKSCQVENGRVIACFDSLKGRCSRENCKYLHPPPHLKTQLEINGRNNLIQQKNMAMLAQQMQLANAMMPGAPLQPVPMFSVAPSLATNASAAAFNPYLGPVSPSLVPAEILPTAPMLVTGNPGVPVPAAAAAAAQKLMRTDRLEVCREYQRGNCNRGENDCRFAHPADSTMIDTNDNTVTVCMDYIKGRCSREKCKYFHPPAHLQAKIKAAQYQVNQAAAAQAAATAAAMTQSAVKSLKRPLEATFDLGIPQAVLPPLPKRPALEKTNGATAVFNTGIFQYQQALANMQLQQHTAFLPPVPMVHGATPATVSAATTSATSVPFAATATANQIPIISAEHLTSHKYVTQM
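Compounds (final 92 nM to 58 uM) are added to His-tagged MBNL1 and biotin-(CUG)12, then terbium anti-His antibody and streptavidin-XL665 (5 nM final). After 60 min at room temperature, the 665/545 nm ratio is read.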
p53 reactivator = re-activators of mutant p53. actives 0.063% (n = 320,000). Potency, µM (titrated, usually from 92.2 µM), inactives show at the highest dose activity change, positive = activation, usual class: activators. H1299 p53-A138V BP100-luciferase reporter, luminescence, 24 h; also: % of control where 0% means no effect; nearly all actives have a fitted effect of over 45% in size
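H1299 (p53-null), stable ts p53-A138V + BP100-Luc; 1000 cells/well, Opti-MEM/10% FBS; cpd 4 pt, 1:5; 24 h, 37 deg C, 5% CO2; detection reagent 10 min RT; luminescence.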
Rab9 promoter act = Rab9 promoter activation | Huh7 Rab9 promoter-luciferase reporter, luminescence, 24 h | Potency, µM (series often up to 9.22 µM), for inactives: top-dose activation, negative = inhibition, usual class: activators | actives 2.8% (n = 320,000); also: % of control where 0% means no effect; nearly all actives have a fitted effect of over 60% in size
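Luminescence read-out: Huh7 cells stably expressing Rab9-luciferase, treated 24 h with compound at 37 °C, then lysed with luciferase reagent for 10 min at ambient before reading.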
RORgamma inh = ROR gamma (mouse) transcription inhibition; P51450; Drosophila S2 Gal4-RORgamma UAS-luciferase reporter, 20 h; Potency, µM (top dose mostly 53.6 µM), inactives show at the highest dose activity change, negative = inhibition, hits mostly inhibitors; actives 5.4% (n = 310,000); AID 2551; also: % is scaled to controls: 0 for no effect and ±100 for the full control effect; nearly all actives have a fitted effect of over 60% in size
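Read-out: Photinus luciferase luminescence; inhibitors lower reporter signal. Insect Schneider cells with Gal4-ROR gamma fusion under metallothionein promoter, UAS reporter; 700 uM final copper sulfate induction, 20 hr, ambient temperature.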
uPA generation = inhibitors of cell surface uPA generation. cell surface uPA generation assay, qHTS. Potency, µM (titrated, usually from 38.3 µM), without a hit: top-dose activity change, negative = inhibition, hits mostly inhibitors. actives 0.31% (n = 330,000). AID 540303; active = well fitted inhibition curve with a large enough effect; inconclusive = small, poorly fitted or top-dose-only effect; inactive = no such curve, though single readings can be large or run the other way; tested in mouse RAW 264.7 cells; also: % is scaled to controls: 0 for no effect and ±100 for the full control effect; nearly all actives have a fitted effect of over 55% in size
ELG1 genotoxic = genotoxicity induction in ELG1-luciferase HEK293T cells | HEK293T ELG1-luciferase reporter, luminescence, 16 h | Potency, µM (series often up to 46 µM), for the others: at the top dose activity change, positive = activation, actives largely listed as activators | actives 1.3% (n = 330,000) | AID 504466; also: % of control where 0% means no effect; nearly all actives have a fitted effect of over 60% in size
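16 hr compound incubation (37 °C, 5% CO2) of HEK293T cells carrying luciferase-tagged ELG1; luciferase then measured by ONE-Glo luminescence after 30 min at RT.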
The depositor's hits bear a star; ? = inconclusive; nt = not tested or not shown; [ ] = dose if it differs, or a comment. Unless noted, calls follow the shape of the dose curve; as a rule, active = well fitted curve in the direction sought with a large enough effect; inconclusive = small, poorly fitted or top-dose-only effect, or another doubt; inactive = no such curve, though single readings can be large; an effect the other way counts as inactive or inconclusive. Potency is read from the fitted curve at half-maximal effect.

SMILES	Gal4-VP16 FLuc	FLuc counter	BRCA1 expr act	NPC1 prom act	MBNL1 CUG block	p53 reactivator	Rab9 promoter act	RORgamma inh	uPA generation	ELG1 genotoxic
COC(=O)c1sc2ncn(-n3c(C)ccc3C)c(=O)c2c1C	-14%	1%	6%	-3%	-4%	-1%	0%	10%	0%	2%
COc1cnc(-c2ccccc2)[nH]c1=O	-6%	3%	5%	15%	nt	2%	2%	18%	4%	1%
CC(C)(OC(=O)NC(=O)C(F)(F)F)C(C)(C)OC(=O)NC(=O)C(F)(F)F	3%	-1%	1%	-4%	-2%	0%	-2%	-19%	-2%	2%
CCCCC(OC(=O)c1cc2occc2n1C)C(=O)NCC1CCCO1 (stereo unspecified)	16%	4%	3%	1%	7%	2%	15%	7%	-12%	-1%
CC(C)(C)OC(=O)NCCCC[C@@H](C(=O)N1CCN(C(=O)OC(C)(C)C)CC1)n1cc(C(CO)NC(=O)OC(C)(C)C)nn1 (stereo partly specified)	-4%	-1%	-10%	5%	-7%	1%	7%	-6%	4%	-2%
Cc1cccc(Oc2coc3cc(OC(=O)c4cncc(Br)c4)ccc3c2=O)c1	19%	1%	54%	24%	-12%	?	6%	34%	4%	11%
O=C(Nc1cccc(F)c1)c1cc(S(=O)(=O)N2CCC(C(=O)O)CC2)ccc1F	3%	4%	40%	1%	-7%	-5%	4%	2%	nt	1%
CN1CCN(c2ccc(NC(=O)c3ccc(-c4cccc([N+](=O)[O-])c4)o3)cc2)CC1	5%	15µM*	50%	12%	?	-4%	8%	-16%	-12%	3%
NC(=O)c1sc2nc3c(c(-c4cccs4)c2c1N)CCCCC3	6%	-6%	-7%	23%	25%	-8%	13%	-10%	15%	-12%
CC(=O)Nc1ccc(S(=O)(=O)N(C)CC(=O)NC2CCCCCCC2)cc1	nt	nt	-5%	nt	nt	3%	nt	nt	-4%	0%
O=C(COc1ccccc1)NNC(=O)c1cccs1	1%	-3%	9%	-4%	nt	2%	-1%	-3%	1%	1%
Cc1cc(C)nc(N/N=C/c2ccccc2OCc2ccc(Br)cc2)n1	?	?	-15%	14%	5%	?	15%	7.1µM*	5%	-5%
CNc1ccc(/C=C/C(=O)c2cccc3ccccc23)cc1[N+](=O)[O-]	4%	?	-96%[inhibitor]	-8%	?	-12%	-8%	29%	-9%	15%
CCc1nc2sc3ccccc3c(=O)c2c(=O)n1CCOC	2%	-12%	10%	0%	0%	1%	5%	29%	nt	2%
Cc1cccc(C(=O)NC2CCN(C(=O)Nc3ccc(F)cc3)CC2)c1	-2%	4%	-15%	2%	4%	7%	4%	-4%	-6%	0%
CC1C(=O)N2CCCc3cc(S(=O)(=O)N4CCN(c5ccccc5F)CC4)cc1c32 (stereo unspecified)	?	2%	-21%	-1%	-10%	-6%	-12%	22%	0%	-2%
CCc1ccc(Nc2nnc(SC3CCOC3=O)s2)cc1 (stereo unspecified)	?	21µM*	2%	-1%	-3%	15%	-5%	44%	-4%	4%
CCN(C(=O)COc1ncnc2scc(-c3ccc(F)cc3)c12)C1CCS(=O)(=O)C1 (stereo unspecified)	0%	4%	11%	0%	6%	1%	13%	20%	4%	18µM*
Cc1nn(-c2ccccc2)c(C)c1C(=O)Nc1ccc(N2CCOCC2)cc1	-2%	-13%	-3%	6%	-9%	-1%	-4%	21%	0%	-1%
Cc1sc(=NC(=O)c2ccco2)n(C)c1-c1ccccc1	?	0.95µM*	?	0.89µM*	5%	5%	1.3µM*	-42%	?	?

Arranged by molecular weight (high to low): part of the list above.
SMILES	Gal4-VP16 FLuc	FLuc counter	BRCA1 expr act	NPC1 prom act	MBNL1 CUG block	p53 reactivator	Rab9 promoter act	RORgamma inh	uPA generation	ELG1 genotoxic
Cc1cccc(Oc2coc3cc(OC(=O)c4cncc(Br)c4)ccc3c2=O)c1	19%	1%	54%	24%	-12%	?	6%	34%	4%	11%
CCN(C(=O)COc1ncnc2scc(-c3ccc(F)cc3)c12)C1CCS(=O)(=O)C1 (stereo unspecified)	0%	4%	11%	0%	6%	1%	13%	20%	4%	18µM*
Cc1cc(C)nc(N/N=C/c2ccccc2OCc2ccc(Br)cc2)n1	?	?	-15%	14%	5%	?	15%	7.1µM*	5%	-5%
CN1CCN(c2ccc(NC(=O)c3ccc(-c4cccc([N+](=O)[O-])c4)o3)cc2)CC1	5%	15µM*	50%	12%	?	-4%	8%	-16%	-12%	3%
Cc1cccc(C(=O)NC2CCN(C(=O)Nc3ccc(F)cc3)CC2)c1	-2%	4%	-15%	2%	4%	7%	4%	-4%	-6%	0%
CCc1nc2sc3ccccc3c(=O)c2c(=O)n1CCOC	2%	-12%	10%	0%	0%	1%	5%	29%	nt	2%
O=C(COc1ccccc1)NNC(=O)c1cccs1	1%	-3%	9%	-4%	nt	2%	-1%	-3%	1%	1%

Going on with the list.
SMILES	Gal4-VP16 FLuc	FLuc counter	BRCA1 expr act	NPC1 prom act	MBNL1 CUG block	p53 reactivator	Rab9 promoter act	RORgamma inh	uPA generation	ELG1 genotoxic
Cc1cc(C)c2c(N)c(C(=O)c3ccccc3)sc2n1	-1%	?	-1%	-2%	?	-1%	-3%	-8%	1%	-1%
CCCCN(C)C(=O)c1nc2ccccn2c1CN1CCC[C@H]1CO	-7%	6%	-1%	-5%	4%	nt	-8%	-6%	0%	-1%
CCN(Cc1nc(-c2ccc(Cl)cc2)no1)CC1CCCO1 (stereo unspecified)	4%	-19%	46%	-4%	-7%	15%	19%	20%	4%	1%
Cc1ccc(S(=O)(=O)/N=C(/Nc2ccc(F)cc2F)c2ccccc2)cc1	-6%	4%	-16%	-3%	-4%	nt	-2%	7%	-3%	nt
C=CC(=O)Nc1cccc(Oc2cc(Cl)nc3[nH]ccc23)c1	nt	nt	-44%	nt	nt	-6%	nt	nt	?	-2%
CN(Cc1ccccc1)C(=O)COC(=O)C1=NNC(=O)CC1	-21%	0%	-24%	-4%	nt	13%	-9%	9%	-5%	3%
COc1cc2c(cc1OC)C(C)N(C(=O)c1cc3c(s1)-c1ccccc1OC3)CC2 (stereo unspecified)	-10%	0%	-22%	-6%	82%[activator]	-20%	-3%	-39%	-7%	-2%
NC(=O)COc1ccc(NC(=O)CC23CC4CC(CC(C4)C2)C3)cc1	-11%	2%	7%	-4%	0%	-10%	3%	-2%	24%	10%
O=C(O)c1ccc([N+](=O)[O-])c(CS(=O)(=O)c2ccccc2)c1	5%	-3%	6%	0%	?	8%	-1%	-1%	-19%	-1%
COc1ccc(C)cc1NC(=O)CCCN1C(=S)NC(C)(C)CC1C (stereo unspecified)	4.5µM*	3%	-1%	-3%	nt	-1%	-5%	1µM*	3%	2%
COc1ccc(-c2noc(CCCc3ccccc3)n2)cc1OC	0%	?	-1%	-1%	0%	10%	-2%	13%	0%	3%
Nc1nc(SCC(=O)c2ccc(F)cc2)n[nH]1	12%	-10%	22%	-1%	-3%	7%	8%	8%	-2%	5%
CCN(CC)S(=O)(=O)c1cc(NS(=O)(=O)c2cccs2)ccc1C	nt	nt	0%	nt	nt	-7%	nt	nt	2%	-3%
COc1ccc(C(=O)NNC(=S)NC(=O)c2cccnc2)cc1	-8%	1%	-27%	-1%	4%	9%	-19%	?	5%	-2%
CCc1ccc(Nc2nnc(SCC(=O)N(C)CC(=O)Nc3ccccc3CC)s2)cc1	-37%	6.7µM*	-15%	3%	-12%	?	0%	39%	-2%	-2%
O=C(Nc1ccccn1)[C@@H]1CCC(=O)N1C(=O)OCc1ccccc1	-5%	1%	0%	-2%	2%	?	9%	-5%	3%	2%
COc1cc(/C=N/NC(=O)CSc2nc3ccccc3n2C)cc(OC)c1OC	8%	-12%	-28%	-1%	7%	-5%	-3%	-1%	0%	-1%
Cc1cc(C(=O)COC(=O)COc2ccc(C#N)cc2)c(C)n1C1CC1	nt	-5%	-3%	-1%	nt	3%	-4%	nt	0%	0%
CCC1CCCCN1CCCNC(=O)c1ccc(/C=C2/Sc3ccccc3NC2=O)cc1 (stereo unspecified)	?	-13%	42%	?	?	7%	?	?	?	4%
COc1ccccc1OCC(=O)NCCS(=O)(=O)N1CCN(c2ccc(F)cc2)CC1	16%	2%	-3%	0%	-3%	-2%	-2%	14%	-1%	-5%
Cc1cccc(C)c1NC(=O)CSc1ncnc2[nH]ncc12	nt	nt	-13%	nt	nt	5%	nt	nt	7%	5%
CCN1C(=O)[C@H]2[C@@H](c3ccc(-c4ccc5c(c4)OCO5)cc3)N3CCC[C@@]3(C(=O)OC)[C@H]2C1=O	nt	?	53%	3%	nt	6%	0%	nt	-2%	-4%

Compound activity from PubChem BioAssay.
